# TDP43 rescue: rescues yeast growth from TDP-43 toxicity. TDP-43 expressing yeast growth rescue, BacTiter-Glo, 24 h. Potency, µM (titrated, usually from 46.1 µM), for the others: at the highest dose growth rescue (activation), usual class: activators. hit rate 1.8% among 410,000; also: potency is read from the fitted curve at half-maximal effect; % of control where 0% means no effect; nearly all actives have a fitted effect of over 50% in size
#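 Galactose-induced TDP-43 yeast, OD600=0.02, compound pinned; 24 hr, 30 deg C; BacTiter-Glo luminescence for growth. Inhibitors of TDP-43 toxicity read as activators.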
# DRD3 antagonist: D3 dopamine receptor (human) antagonism. D3R cells, DiscoveRx beta-arrestin luminescence, antagonist mode; stronger effect = lower value. AID 652054. max response, negative = inhibition, %. hit rate 2.5% among 360,000. P35462; in the data active = max response below about -50%; inconclusive = no clear call, values can overlap the other calls; also: % is scaled to controls: 0 for no effect and ±100 for the full control effect; mostly tested at two doses, the higher about 12 µM
# Target sequence (P35462 whole entry, looked up): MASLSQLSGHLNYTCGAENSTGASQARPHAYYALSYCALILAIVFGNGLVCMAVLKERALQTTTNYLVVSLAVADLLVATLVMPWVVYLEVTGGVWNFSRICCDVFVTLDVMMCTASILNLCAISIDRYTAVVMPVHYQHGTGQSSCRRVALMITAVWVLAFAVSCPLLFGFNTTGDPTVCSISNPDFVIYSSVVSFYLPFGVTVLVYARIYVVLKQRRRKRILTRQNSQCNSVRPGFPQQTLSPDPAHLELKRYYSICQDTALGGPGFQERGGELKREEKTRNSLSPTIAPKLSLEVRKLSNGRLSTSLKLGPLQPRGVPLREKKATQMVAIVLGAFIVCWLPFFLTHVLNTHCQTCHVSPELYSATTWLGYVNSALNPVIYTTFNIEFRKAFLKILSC
#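 Cells expressing the human receptor were seeded at 1500 cells/well, incubated overnight at 37 degrees C in 5% CO2, then exposed to library compounds with dopamine controls for 90 minutes at 37 degrees C before luminescent detection.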
# Abeta rescue: A-beta toxicity reversal in yeast. yeast expressing A-beta42, growth rescue, OD600, 48 h; response scale: 0% DMSO, 100% iron-clioquinol control. Potency, µM (top dose mostly 46.1 µM), inactives show at the highest dose growth rescue, most hits filed as activators. hit rate 0.063% among 410,000. AID 1347071; also: potency is read from the fitted curve at half-maximal effect; nearly all actives have a fitted effect of over 55% in size
#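 Yeast growth medium received pinned compounds, then yeast cells expressing toxic A-beta were added; plates incubated at 30 C for 48 hr. Growth read as absorbance at 600 nm, normalized to DMSO and equimolar FeCl3 plus clioquinol controls.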
# aSyn yeast inh: inhibitors of alpha-synuclein toxicity in yeast; Yeast expressing alpha-synuclein, growth rescue, BacTiter-Glo, 24 h; Potency, µM (highest dose often 46.1 µM), for inactives: at the top dose growth rescue (activation), hits mostly activators; hit rate 0.14% among 370,000; also: potency is read from the fitted curve at half-maximal effect; % of control where 0% means no effect; nearly all actives have a fitted effect of over 65% in size
#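 Screening used galactose-induced yeast with toxic alpha-synuclein levels, exposed to compound for 24 hr at 30 deg C. Cell growth, read with BacTiter-Glo luminescence, gave the measured signal.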
# GLP-1R agonist: GLP-1 receptor (human) agonism. hit rate 0.007% among 380,000. HEK293 GLP-1R CRE-luciferase, luminescence, 4-6 h; cells express a hypersensitive GLP-1R form. P43220. Potency, µM (highest dose often 45.6 µM), for the others: top-dose activation, most hits filed as activators. AID 624172; also: potency is read from the fitted curve at half-maximal effect; % of control where 0% means no effect
# FUS yeast rescue: rescues growth of FUS-expressing yeast; S. cerevisiae FUS-expressing, growth rescue, OD600, 24 h; Potency, µM (highest dose often 76.6 µM), inactives show at the highest dose growth rescue (activation), hits mostly activators; hit rate 0.24% among 390,000;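 also: potency is read from the fitted curve at half-maximal effect; plate controls were DMSO vehicle for no effect and reference control for full effect; nearly all actives have a fitted effect of over 55% in size; some results filed as inactive show a strong effect at the top dose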
#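 S. cerevisiae expressing FUS from galactose induction served as the toxicity model. Growth after 24hr at 30C, read as absorbance at 600 nm, indicates suppression of toxicity; compounds dosed at several concentrations.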
# Akt phos inh: Akt phosphorylation inhibition; Neuro2A IGF-stimulated pAkt S473 HTRF, 20 min; stronger effect = lower value; activity change, % for hits at 50 µM; hit rate 0.32% among 360,000; AID 651550; in the data active = activity change below about -80%; inconclusive = mostly about -51% to -80%; also: % is scaled to controls: 0 for no effect and ±100 for the full control effect
#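 Neuro2A cells in DMEM with 0.5% FBS, overnight at 37 deg C, given compound at single 50 µM final, then IGF (6 nM final) for 20 min at 37 deg C. Lysed; phospho-Akt Ser473 by HTRF after 24 h, 665/615 ratio.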
# GLP-1R inv ag: GLP-1 receptor (human) inverse agonism. HEK293 GLP-1R CRE-luciferase, luminescence, 24 h; GLP-1R form is constitutively active. Potency, µM (doses to about 38.3 µM), for inactives: top-dose activity change, negative = inhibition, hits mostly inhibitors. hit rate 1.6% among 410,000. AID 624417; also: potency is read from the fitted curve at half-maximal effect; % is scaled to controls: 0 for no effect and ±100 for the full control effect; nearly all actives have a fitted effect of over 55% in size
#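 Cells are plated, allowed 12 hours at 37 deg C, then treated with compounds for 24 hr before luciferase detection reagent is added and luminescence is read after 12 min at room temperature. The HEK293 line carries constitutively active GLP-1R with a cAMP-responsive reporter.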
# PTHR1 agonist: activates the human parathyroid hormone receptor PTHR1; hit rate 0.075% among 410,000; HEK293 GP2 PTHR1 cells, GloSensor cAMP luminescence, 1 h; Potency, µM (titrated, usually from 115 µM), without a hit: at the top dose activation, usual class: activators; Q03431; also: potency is read from the fitted curve at half-maximal effect; nearly all actives have a fitted effect of over 55% in size; some results filed as inactive show a strong effect at the top dose; inactives centre near -15; many of its hits are not listed in these tables
# Target sequence (Q03431 whole entry, looked up): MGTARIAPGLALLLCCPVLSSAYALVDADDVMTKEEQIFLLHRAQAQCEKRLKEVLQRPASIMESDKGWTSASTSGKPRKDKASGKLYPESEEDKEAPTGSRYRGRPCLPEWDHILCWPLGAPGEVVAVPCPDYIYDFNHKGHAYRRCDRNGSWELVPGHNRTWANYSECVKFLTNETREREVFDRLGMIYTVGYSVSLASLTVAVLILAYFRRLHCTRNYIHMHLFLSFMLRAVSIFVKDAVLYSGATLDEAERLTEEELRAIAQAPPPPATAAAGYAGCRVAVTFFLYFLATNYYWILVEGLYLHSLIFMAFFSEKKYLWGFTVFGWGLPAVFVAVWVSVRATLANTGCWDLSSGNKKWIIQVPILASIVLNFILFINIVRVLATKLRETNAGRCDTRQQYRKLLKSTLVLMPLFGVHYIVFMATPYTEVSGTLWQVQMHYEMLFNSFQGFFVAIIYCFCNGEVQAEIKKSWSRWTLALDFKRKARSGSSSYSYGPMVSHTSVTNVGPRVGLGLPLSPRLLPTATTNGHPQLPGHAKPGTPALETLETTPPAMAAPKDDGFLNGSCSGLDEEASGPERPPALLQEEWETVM
#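 HEK-293-derived GP2 cells expressing PTHR1 and a GloSensor cAMP reporter, 3,000/well, plated overnight, given luciferin plus IBMX (each 0.5 mM as added) for 1 h at 37 °C, then compound for 1 h at 37 °C. Luminescence was read after 15 min at room temperature.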
# * marks the source's active call; other numbers are inactive results; i = inactive; u = inconclusive; x = not tested or not shown; [ ] = another dose, or the depositor's remark. Unless noted, calls follow the shape of the dose curve; as a rule, active = well fitted curve in the direction sought with a large enough effect; inconclusive = small, poorly fitted or top-dose-only effect, or another doubt; inactive = no such curve, though single readings can be large; an effect the other way counts as inactive or inconclusive.
# Values in the order: TDP43 rescue	DRD3 antagonist	Abeta rescue	aSyn yeast inh	GLP-1R agonist	FUS yeast rescue	Akt phos inh	GLP-1R inv ag	PTHR1 agonist
> O=C(COC(=O)/C=C/c1cccc(C(F)(F)F)c1)NC(=O)NCc1ccco1
    -15%	-20	15%	1%	-2%	22%	i	u	-2%
> O=c1[nH]c(CSc2ccccc2)nc2c1oc1ccccc12
    9%	2	5%	5%	-4%	-10%	i	16%	-1%
> Cc1ccc(SC(C)C(=O)Nc2ccccc2-c2ccccc2)cc1 (configuration not stated)
    -8%	u	-10%	-10%	6%	x	i	u	-26%
> CCCOc1ccc(NC(=O)CC2C(=O)N(c3ccc(C)cc3)C(=O)N2C(C)C)cc1 (configuration not stated)
    5%	x	4%	x	x	25%	x	-6%	-15%
> COc1ccc2nc(N(CCN(C)C)C(=O)/C=C/c3cccs3)sc2c1
    9%	-1	-21%	4%	3%	23%	i	u	i
> O=C(NNS(=O)(=O)c1ccc([N+](=O)[O-])cc1)c1cnn(-c2ccccc2)c1-n1cccc1
    24%	-7	18%	3%	-8%	39%	i	-8%	i
> COc1ccc(C(=O)NCc2nc3ccccc3[nH]2)cc1OC
    24%	-25	-11%	0%	4%	-12%	i	-2%	i
> COc1cc(OC)c2c(=O)cc(-c3cccnc3)oc2c1
    1%	-12	-2%	u	19%	-21%	i	78%[activator]	-9%
> CC(C)(C)C(=O)Nc1nc(-c2ccccc2)ns1
    u	45	27%	-2%	-2%	22%	i	u	-16%[57.5 µM]
> O=C(COC(=O)c1ccc(Cl)nc1)Nc1nnc(-c2ccccc2)o1
    0%	-6	14%	19%	-6%	x	i	-1%	i
> COc1cccc2cc(C(=O)OCC(=O)NCc3ccc4c(c3)OCO4)c(=O)oc12
    -23%	-21	-11%	-3%	-3%	15%	i	33%	i
> CC1=NOC(=O)/C1=C\c1ccc2c(c1)OCO2
    -13%[0.397 µM]	17	25%	1%	13%	-14%	i	20%	-27%
> CC(C)Sc1nnc([C@H](C)NC(=O)OC(C)(C)C)o1
    3%	-7	-1%	-2%	-2%	9%	i	0%	-14%[57.5 µM]
> Cc1c(Nc2nc(-c3cccc([N+](=O)[O-])c3)cs2)c(=O)n(-c2ccccc2)n1C
    7%[0.397 µM]	-3	10%	4%	8%	29%	i	u	-20%
> O=C(NN1C(=O)c2ccccc2NC1c1ccoc1)c1ccccc1 (configuration not stated)
    8%	3	11%	-2%	10%	-12%	i	2%	i
> COc1ccc(N(CC(=O)NC(C)c2ccccc2)S(=O)(=O)c2ccc(C)cc2)cc1 (configuration not stated)
    -12%	-4	10%	0%	8%	10%	i	u	i
> CC(C)NS(=O)(=O)c1ccc(OCC(=O)Nc2ccc3c(c2)OCO3)c(Cl)c1
    11%	-25	13%	4%	14%	-4%	i	u	-47%[inhibitor]
> CCOc1ccc(OCCCN(C)C)cc1
    5%	u	8%	-10%	2%	-2%	i	9%	i
> COc1cc(Cl)c(C)cc1NC(=O)CN(C)Cc1cccc(OC)c1OC
    22%	13	10%	3%	u	-26%	i	u	-30%[inhibitor]
> O=C(CS(=O)(=O)c1ccccc1)Nc1ccccn1
    6%	-3	-15%	2%	-3%	33%	i	5%	i
> CC(=O)Nc1cc(C(=O)NCc2ccc(C)cc2)ccc1Sc1ccc(C)cc1
    20µM*	x	-31%	x	x	u	x	u	i
> Oc1ccc2c(c1)c1ccccc1c1ncccc21
    u	-20	2%	10%	24%	x	i	-25%	i
> COc1ccc(OCCCC(=O)Nc2cc(Cl)ccc2-n2cncn2)cc1
    u	0	3%	17%	16%	7%	i	-13%	-32%[inhibitor]
> COc1ccc(-c2ccc3oc(-c4ccsc4)cc(=O)c3c2)cc1F
    24%	11	-8%	-5%	5%	-24%	i	20%	-8%
> O=C(C1CC(=O)N(c2ccc3c(c2)OCCO3)C1)N1CCN(S(=O)(=O)c2ccc(F)cc2)CC1 (configuration not stated)
    0%	-5	2%	2%	9%	26%	i	-22%	-35%[inhibitor]
> COc1ccc2occ(C(=O)c3cccs3)c2c1
    u	17	-29%	-8%	7%	21%	i	4%	-28%
> O=C1CS/C(=N/N=C/c2ccccc2OS(=O)(=O)c2ccccc2)N1
    17%	0	3%	-2%	-1%	x	i	u	-2%
> Cc1cc(-c2ccc(S(=O)(=O)N(C)Cc3ccccc3)cc2)on1
    6%	3	-13%	-2%	-2%	10%	i	0%	i
> Cc1ccc(-n2c(-c3ccc(Cl)cc3)n[nH]c2=S)c(C)c1
    26%	1	u	11%	-6%	-14%	i	-7%	i
> COC(=O)c1ccc(NC(=O)COc2ccc(S(=O)(=O)N3CCCCC3)cc2)cc1
    6%	-14	2%	6%	-10%	19%	x	5%	i
> CC(=O)Nc1ccc(NC2=C(Cl)C(=O)c3ccccc3C2=O)cc1
    -17%	-102*	-21%	-13%	6%	-9%	i	4%	-44%[inhibitor]
> O=C(NCC(=O)N1CCN(S(=O)(=O)c2ccc3c(c2)OCCO3)CC1)c1ccccc1Cl
    16%	5	7%	1%	0%	x	i	15%	-2%
> CCc1ccc(/C(C)=N/NS(=O)(=O)c2ccc(OC)cc2)s1
    14%	4	9%	2%	-6%	5%	i	-10%	i
> CC(=O)N1c2c(cc(Br)cc2S(=O)(=O)NCc2cccnc2)CC1C (configuration not stated)
    8%	-25	4%	-2%	4%	6%	i	10%	-14%
> O=C1C2C(c3ccccc3)C=CC(c3ccccc3)C2C(=O)N1CCO (configuration not stated)
    -2%	16	4%	23%	4%	1%	i	u	-14%[57.5 µM]
> COc1ccc(/C=N/n2c(-c3ccccc3)n[nH]c2=S)cc1
    -5%	u	-6%	-5%	1%	29%	i	u	-20%
> COc1cccc(-c2noc(C3CCCN(S(=O)(=O)c4cccc(Cl)c4C)C3)n2)c1 (configuration not stated)
    -15%	u	3%	3%	9%	36%	x	u	i
> COC(=O)C1CCN(C(=O)c2ccc(OC)c(S(=O)(=O)N3CCCc4ccccc43)c2)CC1
    1%	6	-3%	2%	0%	x	i	-7%	-33%[inhibitor]
> Cc1cc(Cl)cc(Br)c1OCCCN1C(=O)NC(C)(C)C1=O
    0%	10	9%	10%	13%	26%	i	-14%	-4%[57.5 µM]
> Cc1c(NC(=O)c2ccc3c(c2)OCO3)cccc1-c1nc2ccccc2o1
    4%	46	4%	-1%	4%	12%	i	u	-21%

# Shown as labelled records: 3 of the compounds above.
Molecule: O=c1[nH]c(CSc2ccccc2)nc2c1oc1ccccc12
- TDP43 rescue: 9%
- DRD3 antagonist: 2
- Abeta rescue: 5%
- aSyn yeast inh: 5%
- GLP-1R agonist: -4%
- FUS yeast rescue: -10%
- Akt phos inh: i
- GLP-1R inv ag: 16%
- PTHR1 agonist: -1%

Molecule: Cc1c(NC(=O)c2ccc3c(c2)OCO3)cccc1-c1nc2ccccc2o1
- TDP43 rescue: 4%
- DRD3 antagonist: 46
- Abeta rescue: 4%
- aSyn yeast inh: -1%
- GLP-1R agonist: 4%
- FUS yeast rescue: 12%
- Akt phos inh: i
- GLP-1R inv ag: u
- PTHR1 agonist: -21%

Molecule: CC(=O)N1c2c(cc(Br)cc2S(=O)(=O)NCc2cccnc2)CC1C (configuration not stated)
- TDP43 rescue: 8%
- DRD3 antagonist: -25
- Abeta rescue: 4%
- aSyn yeast inh: -2%
- GLP-1R agonist: 4%
- FUS yeast rescue: 6%
- Akt phos inh: i
- GLP-1R inv ag: 10%
- PTHR1 agonist: -14%

# Next records follow:
# Values in the order: TDP43 rescue	DRD3 antagonist	Abeta rescue	aSyn yeast inh	GLP-1R agonist	FUS yeast rescue	Akt phos inh	GLP-1R inv ag	PTHR1 agonist
> COc1ccc(NC(=S)NC2CC3CCC2C3)c(OC)c1 (configuration not stated)
    -14%	0	u	22%	7%	37%	i	u	i
> COc1cc(CN2c3ccccc3C(=O)CS2(=O)=O)cc(OC)c1
    u	22	4%	-1%	-4%	21%	i	-1%	i
> COc1ccc(NC(=O)C2CCCN(C(=O)Nc3ccc(OC)cc3)C2)cc1 (configuration not stated)
    -15%	-23	5%	-8%	12%	12%	i	7%	i
> O=C(CSc1ccc2nnc(-c3ccc(F)cc3)n2n1)NCc1ccco1
    -10%	12	-7%	-3%	6%	14%	i	-1%	-18%[57.5 µM]
> C/C(=N\NC(=O)c1ccc(Cl)cc1)c1cccnc1
    -14%	-12	7%	-11%	20%	25%	i	30%	-3%
> NNC(=O)c1cc(C2CC2)nc2ccc(Br)cc12
    -6%	5	-7%	-10%	12%	13%	i	u	-10%
> CCOc1ccc2oc(C(=O)Nc3nccs3)c(C)c2c1
    28%	22	-6%	-12%	0%	-27%	i	15%	-17%
> CCCCN(CCCC)CCNC(=O)CN1C(=O)COc2ccc(S(=O)(=O)N3CCC(C)CC3)cc21
    2%	16	4%	-2%	-1%	-18%	i	-12%	-12%
> O=c1cc[nH]c2c(Cl)cccc12
    4%	0	-1%	-1%	-11%	-1%	i	12%	i
> CCC(C)NC(=O)c1cc(-c2ccc3c(c2)OCO3)on1 (configuration not stated)
    23%	6	-6%	6%	12%	8%	i	u	-24%

# Reformatted field by field: entries from further up
CCC(C)NC(=O)c1cc(-c2ccc3c(c2)OCO3)on1 (configuration not stated)
  TDP43 rescue: 23% | DRD3 antagonist: 6 | Abeta rescue: -6% | aSyn yeast inh: 6% | GLP-1R agonist: 12% | FUS yeast rescue: 8% | Akt phos inh: i | GLP-1R inv ag: u | PTHR1 agonist: -24%

O=c1cc[nH]c2c(Cl)cccc12
  TDP43 rescue: 4% | DRD3 antagonist: 0 | Abeta rescue: -1% | aSyn yeast inh: -1% | GLP-1R agonist: -11% | FUS yeast rescue: -1% | Akt phos inh: i | GLP-1R inv ag: 12% | PTHR1 agonist: i

# Screening data deposited in PubChem BioAssay by National Center for Advancing Translational Sciences (NCATS).

# Only part of the results is shown; the hit share may differ from the screen's.
